EP2 antag: human EP2 receptor antagonists, primary screen, TR-FRET cAMP, C6 glioma cells. Prostaglandin E2 receptor EP2 subtype (Homo sapiens), P43116. C6 glioma cells expressing human EP2; cells stimulated with saturating PGE2. inhibition, % at 25 µM. 260,000 compounds, 0.52% hits. AID 1422, 2008;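 active = percent inhibition above 40 after rounding to a whole number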;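 note: rat C6 glioma host cells with rolipram phosphodiesterase inhibitor present; the protocol text gives 20 µM as final concentration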
Target sequence (P43116 whole entry, looked up): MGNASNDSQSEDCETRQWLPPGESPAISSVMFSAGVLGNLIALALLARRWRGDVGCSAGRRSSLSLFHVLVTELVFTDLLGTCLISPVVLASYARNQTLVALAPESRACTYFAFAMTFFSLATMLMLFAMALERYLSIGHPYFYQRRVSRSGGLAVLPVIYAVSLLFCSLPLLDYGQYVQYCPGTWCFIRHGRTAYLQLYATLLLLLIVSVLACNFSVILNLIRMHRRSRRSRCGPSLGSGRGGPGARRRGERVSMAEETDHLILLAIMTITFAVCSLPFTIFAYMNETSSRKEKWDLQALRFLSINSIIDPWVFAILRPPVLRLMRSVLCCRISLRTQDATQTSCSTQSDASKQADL
The depositor's hits bear a star. Not all compounds are listed; count on the stated rates, not on these rows.

The opening 6 records as a preview:
SMILES	EP2 antag
COc1ccc(-c2nnc(SCC(=O)NC3CCCCC3C)o2)cc1 (stereo unspecified)	11.4
CCC(C)(C)n1nnnc1C(c1cccs1)N1CCc2ccccc2C1 (stereo unspecified)	4.3
CCOc1ccc2[nH]c(=O)c(C(c3nnnn3Cc3ccc(F)cc3)N3CCCCCC3)cc2c1 (stereo unspecified)	5.9
COc1ccc(C(CNS(=O)(=O)c2cn(C)nc2C)N2CCCC2)cc1 (stereo unspecified)	3.0
O=S(=O)(NCc1ccco1)c1ccc(S(=O)(=O)N2CCCCCC2)cc1	14.1
Cc1cc(C)cc(OCc2nnc(SCC(=O)N3CCCc4ccccc43)o2)c1	7.0

The whole of this part (from the top)
SMILES	EP2 antag
COc1ccc(-c2nnc(SCC(=O)NC3CCCCC3C)o2)cc1 (stereo unspecified)	11.4
CCC(C)(C)n1nnnc1C(c1cccs1)N1CCc2ccccc2C1 (stereo unspecified)	4.3
CCOc1ccc2[nH]c(=O)c(C(c3nnnn3Cc3ccc(F)cc3)N3CCCCCC3)cc2c1 (stereo unspecified)	5.9
COc1ccc(C(CNS(=O)(=O)c2cn(C)nc2C)N2CCCC2)cc1 (stereo unspecified)	3.0
O=S(=O)(NCc1ccco1)c1ccc(S(=O)(=O)N2CCCCCC2)cc1	14.1
Cc1cc(C)cc(OCc2nnc(SCC(=O)N3CCCc4ccccc43)o2)c1	7.0
CCCNC(=O)C1CC(c2ccc(Cl)cc2)=NO1 (stereo unspecified)	5.6
COC(=O)Cn1c(C)nc2ccccc2c1=O	12.3
CNC(=S)N(CCCN1CCOCC1)Cc1cc2cc(OC)ccc2[nH]c1=O	5.8
CCOc1ccccc1NC(=O)c1sc(NC(=O)c2ccc(C)cc2)c(C(=O)OC)c1C	1.4

Shown as labelled records: part of the list above.
Molecule: CCC(C)(C)n1nnnc1C(c1cccs1)N1CCc2ccccc2C1 (stereo unspecified)
  EP2 antag: 4.3
Molecule: CCOc1ccc2[nH]c(=O)c(C(c3nnnn3Cc3ccc(F)cc3)N3CCCCCC3)cc2c1 (stereo unspecified)
  EP2 antag: 5.9

(cont.)
SMILES	EP2 antag
CCC(C)(C)NC(=O)C(c1ccncc1)N(C(=O)Cn1nnc2ccccc21)c1ccccc1F (stereo unspecified)	10.7
CC(Cc1ccc2c(c1)OCO2)c1nc2cnccn2c1NCc1cccs1 (stereo unspecified)	2.6
NCCCCCc1nc2ccccc2[nH]1	7.1
CCOc1ccc(NC(=O)CSc2nc(NS(=O)(=O)c3ccc(C)cc3)cc(=O)[nH]2)cc1	10.1
COc1ccc2c(c1)c1nnc(SCC(=O)N(C)C3CCCCC3)nc1n2C	7.8
COc1ccc2[nH]c(=O)c(CN(C(C)=O)c3cc(C)ccc3C)cc2c1	3.3
CCOc1ccc2[nH]c(C(=O)Nc3ccc4c(c3)CC(C)N4C(C)=O)c(C)c2c1 (stereo unspecified)	13.3
CCOc1ccc(-c2cc(C(=O)Nc3c[nH]c4ccccc34)[nH]n2)cc1	6.9
COc1ccc2nc3sc(C(=O)Nc4ccc5c(c4)OCCO5)c(N)c3cc2c1	18.2
Cc1cc(C)c2oc(-c3cccc(NC(=O)c4cccnc4)c3C)nc2c1	6.0
O=C(O)[C@H](Cc1ccccc1)N1C(=O)c2ccccc2C1=O	13.2
CCOc1cc(/C=C2\C(=O)NC(=O)N(c3cccc(Br)c3)C2=O)ccc1O	97.5*
C=Cn1c(C(=O)O)ccc1-c1ccc(Cl)cc1	10.8
COc1ccc(C(=O)N2CCN(C(=O)c3cccc(OC)c3OC)CC2)cc1OC	17.4
CCC(C)NC(=O)c1cnn2c(C)cc(C)nc12 (stereo unspecified)	8.2
CC(C)(C)c1ccc(OCC(=O)NCC2CCCO2)cc1 (stereo unspecified)	4.6
Cc1ccc(NC(=O)C2CC(=O)N(C(C)C)C2)cc1C (stereo unspecified)	10.1
COCCn1nnnc1C(C(C)C)N(Cc1cc2cc(C)c(C)cc2[nH]c1=O)C1CCCC1 (stereo unspecified)	12.9
CCN1CCCC1CN(Cc1cccnc1)Cc1ccnn1C1CCCCO1 (stereo unspecified)	6.8
CC1Cc2cc(C(O)CN3CCN(c4ccccn4)CC3)ccc2O1 (stereo unspecified)	10.3
Cc1cccc(Cc2cnc(NC(=O)C3COc4ccccc4O3)s2)c1 (stereo unspecified)	13.6
O=C(CSc1nnc(NC(=O)C2CC2)s1)NC1CCCCC1	10.8
C=CCNC(=O)[C@H]1C=CCN1C(=O)c1ccc(OC)cc1	7.7
CS(=O)(=O)N(CC(=O)N1CCCC1)c1ccc(F)c(Cl)c1	8.7
COc1ccc(N2CC(C(=O)OCC(=O)Nc3cccc(C)c3C)CC2=O)cc1 (stereo unspecified)	11.8
COCCCn1c(C)nnc1SCC(=O)Nc1cccc(C)c1C	7.4
CCCOC1CCCN(Cc2cn(CC(=O)NC3CC3)c3ccccc23)C1 (stereo unspecified)	6.8
COc1cc(OC)c(S(=O)(=O)NCc2ccccn2)cc1NC(C)=O	7.3
O=C1NCC(=O)N2CCC[C@@H]12	10.2
Cc1ccccc1CN(CCCn1ccnc1)Cc1ccc2c(c1)CCO2	2.2
CCc1nnc(NC(=O)CSc2nc(-c3ccc(Cl)cc3)cs2)s1	15.2
CC1Oc2ccc(S(=O)(=O)N(C)CCO)cc2NC1=O (stereo unspecified)	4.1
CC(=O)Nc1c(C(=O)O)[nH]c2ccc(F)cc12	10.2
O=C1NC2(CCN(C(=O)CCCc3c[nH]c4ccccc34)CC2)Oc2ccccc21	6.9
C=C(C)Cn1c(SCCC)nc2ccccc2c1=O	13.7
CC(C)c1cc(C(=O)NCCc2nc(-c3ccncc3)n[nH]2)n[nH]1	7.2
Fc1ccc(C(c2nnnn2C2CCCC2)N2CCCCC2)cc1 (stereo unspecified)	6.8
Cc1ccc(CNC(=O)c2ccc3c(c2)S(=O)(=O)c2ccccc2C3=O)cc1	12.4
Cc1ccccc1Nc1ncnc2ccccc12	9.3
COc1ccc(Cl)cc1N(C(=O)c1ccco1)C(C(=O)NC1CCCC1)c1cccs1 (stereo unspecified)	8.6
CC1(C)Cc2nc3sc4c(NCCN5CCOCC5)ncnc4c3cc2CO1	7.4
COc1ccc(NC(=O)c2cc3sccc3n2Cc2ccccc2)cc1OC	7.0
O=C1NC2(CCN(C(=O)CSc3ccncc3)CC2)Nc2ccccc21	5.0
CCC(C)(C)n1nnnc1C(c1ccccc1F)N1CCN(c2ccc(OC)cc2)CC1 (stereo unspecified)	10.8
COc1cc(-c2nc3cnccn3c2NCc2ccco2)cc(OC)c1OC	9.7
CN(C)CCNS(=O)(=O)c1ccc2c(c1)oc(=O)n2C	8.3
COc1cc2c(cc1OC)C(=O)OC2	12.1
COCCn1c(=O)n(CC(=O)N(C)C)c2cccnc21	3.6
CNC(=O)C1CCN(S(=O)(=O)c2ccc(OC)c(C)c2)CC1	4.5
O=C(Nc1ccc(-c2cn3ccccc3n2)cc1)c1cc(Br)ccc1O	44.6*

Looked up one by one from the list above (5):
SMILES	EP2 antag
CC1Oc2ccc(S(=O)(=O)N(C)CCO)cc2NC1=O (stereo unspecified)	4.1
COc1ccc(C(=O)N2CCN(C(=O)c3cccc(OC)c3OC)CC2)cc1OC	17.4
CCC(C)NC(=O)c1cnn2c(C)cc(C)nc12 (stereo unspecified)	8.2
Cc1ccc(CNC(=O)c2ccc3c(c2)S(=O)(=O)c2ccccc2C3=O)cc1	12.4
CCc1nnc(NC(=O)CSc2nc(-c3ccc(Cl)cc3)cs2)s1	15.2

(cont.)
SMILES	EP2 antag
Cc1ccc2nc3sc(C(=O)O)c(N)c3cc2c1	14.2
CCC(C)Nc1nc2c(c(=O)[nH]c(=O)n2C)n1Cc1ccccc1Cl (stereo unspecified)	7.1
Cc1ccc(C2(NCc3ccc(N4CCOCC4)nc3)CC2)cc1	2.5
CCCC(c1nnnn1Cc1ccco1)N(Cc1cc2cc(C)ccc2[nH]c1=O)C1CCCC1 (stereo unspecified)	12.0
O=C(Nc1sc2c(c1C(=O)NC1CCS(=O)(=O)C1)CCCC2)c1ccccc1 (stereo unspecified)	12.5
CCn1c(SCC(=O)Nc2cccc(NC(=O)C3CCCCC3)c2)nnc1-c1cccs1	3.9
CCOC(=O)CSc1nnc2c(C)cc3cc(OC)c(OC)cc3n12	11.2
Cc1cc2ccccc2n2c(SCC(=O)NC(C)(C)C)nnc12	3.3
CCOC(=O)Nc1nnc(-c2ccccc2F)s1	11.2
Cn1cc(C[C@H](NC(=O)OC(C)(C)C)C(=O)N[C@H](CO)Cc2ccccc2)c2ccccc21	7.5
Cn1ccnc1C(NC(=O)C1CC1)c1ccccc1 (stereo unspecified)	8.6
COc1ccc(N2CCN(CC(=O)Nc3cc(F)ccc3C)CC2)cc1	21.0
COc1ccc(F)c(CN(CCCn2ccnc2)Cc2ccc(C)s2)c1	2.6
CCCc1nc(SCC(=O)NNC(=O)CC)c2c(C)c(C)sc2n1	12.1
O=C(CC1Nc2ccccc2NC1=O)Nc1cc(Cl)ccc1Cl (stereo unspecified)	9.7
Cc1ccc2nc3c(cc(C(=O)NCc4ccccc4)c(=N)n3C(C)C)c(=O)n2c1	11.6
O=C(NCc1ccncc1)C1CCN(C(=O)c2cccc(Cl)c2)CC1	6.7
O=C(c1ccc(F)cc1)N1CCCc2cc(C(O)CN3CCCCC3)ccc21 (stereo unspecified)	5.0
COc1ccc2cc(CN(CCO)C(=S)NCc3ccco3)c(=O)[nH]c2c1	9.5

Five entries out of the list, sorted by length of the SMILES, smallest number first.
SMILES	EP2 antag
O=C(CC1Nc2ccccc2NC1=O)Nc1cc(Cl)ccc1Cl (stereo unspecified)	9.7
CCCc1nc(SCC(=O)NNC(=O)CC)c2c(C)c(C)sc2n1	12.1
COc1ccc(N2CCN(CC(=O)Nc3cc(F)ccc3C)CC2)cc1	21.0
COc1ccc2cc(CN(CCO)C(=S)NCc3ccco3)c(=O)[nH]c2c1	9.5
Cc1ccc2nc3c(cc(C(=O)NCc4ccccc4)c(=N)n3C(C)C)c(=O)n2c1	11.6

From PubChem
